MPTP block: inhibitors of mitochondrial permeability transition pore; isolated mouse mitochondria, Ca2+ swelling absorbance, 30 min; actives 1.4% (n = 360,000); inhibition, % at 10 µM; AID 602449;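 active = inhibition of 50% or more, scaled per plate between neutral and stimulator controls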;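 also: 0% = DMSO wells given calcium and 100% = 1 mM EGTA wells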
CXCR6 inh: blocks human CXCR6 beta-arrestin recruitment; O00574; CHO-K1 PathHunter CXCR6 beta-arrestin, luminescence; inhibition, % at 20 µM; actives 0.36% (n = 360,000); in the data active = inhibition above about 34%, passing the limit was not always enough;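 also: antagonist mode with CXCL16 agonist at 10 nM final; 0% = 10 nM CXCL16 with DMSO and 100% = unstimulated wells without agonist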
Target sequence (O00574 whole entry, looked up): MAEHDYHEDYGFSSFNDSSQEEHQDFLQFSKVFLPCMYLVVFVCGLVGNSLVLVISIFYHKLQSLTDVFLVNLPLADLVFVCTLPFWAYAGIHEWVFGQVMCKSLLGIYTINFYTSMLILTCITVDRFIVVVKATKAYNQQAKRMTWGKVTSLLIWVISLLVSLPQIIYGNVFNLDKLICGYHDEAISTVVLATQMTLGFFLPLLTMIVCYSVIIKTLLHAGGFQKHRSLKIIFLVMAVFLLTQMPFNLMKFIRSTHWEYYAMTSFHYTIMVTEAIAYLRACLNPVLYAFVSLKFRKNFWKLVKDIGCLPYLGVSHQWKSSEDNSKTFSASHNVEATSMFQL
GRIN3A LBD mod: modulates the human NR3A ligand-binding domain | NR3A LBD differential scanning fluorimetry, Tm shift; 0% = protein alone, 100% = glycine-bound protein | Tm shift relative to glycine control, % at 25 µM | actives 2.5% (n = 340,000);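 active = melting temperature shift of at least 10% of the positive control shift, at one fixed dose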
Gli-Sufu block: antagonists of Gli-Sufu signaling; AID 588413; Sufu-KO-LIGHT fibroblasts, Gli luciferase reporter luminescence; actives 0.74% (n = 340,000); inhibition, % at 5 µM;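 active = inhibition above about 55%, limit read from the data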;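 also: 0% = DMSO-treated cells and 100% = wells with medium but no cells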
CCR6 antag: blocks CCL20-driven beta-arrestin recruitment at human CCR6; AID 493098; inhibition, % at 20 µM; P51684; CHO-K1 CCR6 PathHunter beta-arrestin, luminescence, CCL20-stimulated; actives 0.49% (n = 340,000);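 active = compounds whose inhibition of the agonist-driven luminescence signal at 20 µM reaches about 50%, limit read from the data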;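 also: cells stimulated with CCL20 at 14 nM final; plate controls were DMSO with CCL20 for no effect and DMSO without agonist for full effect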
A3G deaminase: blocks human APOBEC3G single-stranded DNA deamination | inhibition, % at 20 µM | Q9HC16 | recombinant A3G, ssDNA deamination FAM/TAMRA fluorescence | actives 0.28% (n = 330,000) | AID 493012;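 active = inhibition of at least 40% at 20 µM, with no more than 30% in the related APOBEC3A deaminase screen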;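 also: plate controls were DMSO wells with A3G for no effect and wells lacking A3G enzyme for full effect; some compounds called inactive have numbers as strong as hits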
Target sequence (Q9HC16 whole entry, looked up): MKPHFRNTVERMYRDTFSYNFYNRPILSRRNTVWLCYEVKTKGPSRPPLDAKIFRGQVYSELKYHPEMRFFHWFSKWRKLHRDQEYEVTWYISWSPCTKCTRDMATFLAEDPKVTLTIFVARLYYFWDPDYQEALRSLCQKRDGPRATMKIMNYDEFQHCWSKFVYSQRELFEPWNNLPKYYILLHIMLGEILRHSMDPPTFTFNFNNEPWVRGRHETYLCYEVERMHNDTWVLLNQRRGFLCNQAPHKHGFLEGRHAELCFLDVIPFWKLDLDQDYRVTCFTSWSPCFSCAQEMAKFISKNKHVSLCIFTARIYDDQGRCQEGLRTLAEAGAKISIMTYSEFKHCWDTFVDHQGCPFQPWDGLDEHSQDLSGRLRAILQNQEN
EBI2 antag: antagonists of human EBI2 receptor; P32249; EBI2 beta-arrestin recruitment, luminescence, 7a,25-OHC stimulated; inhibition, % at 5 µM; actives 0.81% (n = 360,000); in the data active = inhibition above about 38%;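 also: enzyme fragment complementation signal reports receptor beta-arrestin coupling in cells; 0% = agonist plus DMSO wells and 100% = wells without agonist; some results beyond the cut were filed as inactive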
Target sequence (P32249 whole entry, looked up, the tested form may be a part): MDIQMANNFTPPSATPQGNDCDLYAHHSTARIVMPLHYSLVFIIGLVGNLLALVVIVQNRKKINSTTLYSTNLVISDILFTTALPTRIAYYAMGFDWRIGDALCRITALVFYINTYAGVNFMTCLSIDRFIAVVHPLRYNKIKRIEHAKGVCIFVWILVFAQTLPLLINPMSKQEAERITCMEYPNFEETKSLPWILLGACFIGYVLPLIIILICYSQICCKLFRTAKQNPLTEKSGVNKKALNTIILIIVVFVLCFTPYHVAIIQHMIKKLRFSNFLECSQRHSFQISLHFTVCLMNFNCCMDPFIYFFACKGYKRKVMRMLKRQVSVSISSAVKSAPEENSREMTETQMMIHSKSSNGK
A3A deaminase: inhibitors of human APOBEC3A DNA deaminase; actives 0.41% (n = 330,000); AID 493011; recombinant A3A, FAM/TAMRA ssDNA deamination fluorescence; inhibition, % at 20 µM;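 active = at least 40% inhibition at 20 µM here, with at most 30% in a related deaminase screen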;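 also: plate controls were A3A with DMSO for no effect and wells lacking A3A enzyme for full effect; some results filed as inactive read as strong as hits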
An asterisk follows results filed as active; nt = no result given.

SMILES	MPTP block	CXCR6 inh	GRIN3A LBD mod	Gli-Sufu block	CCR6 antag	A3G deaminase	EBI2 antag	A3A deaminase
CCNC(=O)c1nc[nH]c1C(=O)NCC	-0.5	59*	0	7	25	-5	5	-1
COc1ccc(C2CC(=O)C3=C(C2)Nc2ccccc2NC3c2coc3ccccc3c2=O)cc1OC (centres undefined)	0.4	6	-1	9	16	nt	4	nt
Cc1ccnc(NS(=O)(=O)c2ccc(Oc3ccccc3)cc2)c1	11	-1	1	1	20	-1	-1	1
Cc1[nH]c2ccccc2c1/C=C(/C#N)C(=O)NC(C)C	0.9	-7	-1	-11	21	-9	6	-5
Cc1ccc(NC(N)=S)cc1	-0.2	-4	-3	3	13	-1	0	1
Cc1ccc(NC(=O)Nc2cccc3ccccc23)cc1	-0.2	-5	-11	-16	3	-8	6	-3
Cc1nc(C)c(C(=O)Nc2cccc(F)c2)s1	0.6	-6	1	-33	2	-7	1	2
CC(C)c1nnc(NC(=O)c2nc(S(=O)(=O)Cc3ccc(F)cc3)ncc2Cl)s1	-0.2	-2	0	31	5	-3	19	-5
CCCCN(C)S(=O)(=O)c1cc(Br)cc2c1N(C(=O)C1CC1)CC2	1.4	6	4	12	10	-3	10	-2
COCc1c(C(=O)OCC(=O)NCCN2C(=O)CSC2=O)oc2ccccc12	-0.1	-5	-2	-4	-1	-5	-15	-6
CCc1nnc(NC(=O)c2cccc(S(=O)(=O)N3CCN(C(C)=O)CC3)c2)s1	-0.5	2	-2	7	-11	-5	-1	5
CCc1ccc(C(=O)NNc2ccc(C)c(Cl)c2)cc1	2.5	10	-1	-19	38	-3	46*	-2
CCOc1cc(C(=O)NCc2ccccc2)ccc1OCC(=O)N1CCCCC1	0.9	-2	-1	-17	16	-8	-9	0
CC(O/N=C/c1ccc(OC(F)F)cc1)C(=O)Nc1cccc(S(=O)(=O)N2CCOCC2)c1 (centres undefined)	8.3	-7	-4	-1	7	-1	9	1
COc1ccc(CC(=O)NCCCSc2ccccc2)cc1OC	0.6	5	1	7	5	-4	4	2
CC(=O)C(Cc1ccccc1)(Cc1ccccc1)C(C)=O	0.2	0	-1	-8	14	-3	2	-2
CCOCCN1CCN(C2c3ccccc3CSc3ccccc32)CC1 (centres undefined)	-0.7	13	-1	-4	19	-7	25	-4
CCOC(=O)c1cc2ccc3ccccc3c2s1	-1.8	-7	0	2	5	-2	0	0
Cc1ccc(S(=O)(=O)N2CCOCC2)cc1C(=O)NC1CCCCCC1	0.8	2	1	3	3	-6	-4	-4
CC1CCCC(n2cnc3cc(C(=O)O)ccc32)C1C (centres undefined)	0.3	-3	0	4	14	-5	-12	1
CCOC(=O)c1oc2ccccc2c1NC(=O)c1ccc(Cl)s1	1.6	7	-6	-2	0	-7	1	-3
CC(=O)c1ccc(N2CCN(C(=O)C3CCN(S(=O)(=O)c4ccc5c(c4)CC(C)N5C(=O)C4CC4)CC3)CC2)cc1 (centres undefined)	0.6	-8	1	41	8	-4	3	-3
O=C(NC1CC1)C1=C[C@@H](c2ccc3c(c2)OCO3)C[C@@H](OCc2ccc(CO)cc2)O1	1.2	1	1	-8	0	-3	-2	-1
CCCCN(CC)S(=O)(=O)c1c(C)[nH]c(=O)[nH]c1=O	1.1	13	-3	13	-10	-2	-2	-1
NC(=O)[C@@H]1CCCN1C(=O)[C@@H](Cc1cnc[nH]1)NC(=O)[C@@H]1CCC(=O)N1	0.6	-1	2	-4	3	-2	-8	-1

Next part:
SMILES	MPTP block	CXCR6 inh	GRIN3A LBD mod	Gli-Sufu block	CCR6 antag	A3G deaminase	EBI2 antag	A3A deaminase
Cc1cc(C(C)(C)C)cc(C)c1S(=O)(=O)N1CC(=O)Nc2ccccc21	0.9	-2	-1	41	23	-1	7	4
COc1ccc(Cl)cc1-c1nc(-c2ccc(NC(=O)c3cccs3)cc2)no1	0.7	0	35*	-29	-4	-6	-14	0
CC(O)(CS(=O)(=O)Cc1ccccc1Cl)C(=O)Nc1cccc(C(F)(F)F)c1 (centres undefined)	-0.6	0	-6	2	-4	-1	-3	1
COCCCn1c(SCC(=O)NNC(=O)c2cccc(O)c2)nnc1-c1ccncc1	-1.1	-3	0	-1	-2	-4	-9	-2
CC1(C)CC(=O)C2=C(C1)N(c1ccccc1)C(N)=C(C#N)C2c1ccsc1 (centres undefined)	0.7	-6	0	4	-9	-4	-16	1
O=C(NCc1ccco1)c1ccccc1-c1ccc(C(F)(F)F)cc1	2.2	6	1	7	-6	-4	7	1
Cc1c(NC(=O)CCCOc2ccccc2)cccc1[N+](=O)[O-]	0.1	3	5	2	6	-7	11	-2
COc1cc(/C=N/OCC(=O)NC2CCS(=O)(=O)C2)ccc1OC(F)F (centres undefined)	3.3	-9	1	1	-4	-6	-6	0
Cc1ccc(NC(=S)C2=C(O)c3sccc3N(C)S2(=O)=O)cc1	4.7	3	3	-3	16	-4	-13	-3
O=C(NC(=S)Nc1ccccc1N1CCOCC1)c1ccc(Br)cc1	1.5	19	5	-1	32	-6	24	0
COc1ccc(C(=Cc2cc(OC)c(OC)cc2[N+](=O)[O-])C(=O)O)cc1	0.6	-10	3	-3	5	nt	-6	nt
Cc1ccc(Cn2ccc(NC(=O)c3cc(-c4cccs4)on3)n2)cc1	-0.8	4	-6	-6	14	-5	32	-4
COc1cccc(Cn2c(=S)[nH]c3ccc(N4CCOCC4)cc3c2=O)c1	3.8	0	22*	-10	7	-11	13	-5
Cc1ccc(-c2nnn(CC(=O)NCC3CC3)n2)o1	-2.3	-12	-1	0	8	-9	-9	-7
Cc1ccc(C(=O)NCCCc2ccccc2)c(C)c1	0.4	-1	-2	-68	4	0	18	0
Cc1c(CCC(=O)NCCCC(=O)O)c(=O)oc2cc3oc4c(c3cc12)CCCC4	-0.1	3	-1	13	7	-7	4	-4
Cc1ccc(-c2cc3nc(C)cc(C)n3n2)cc1	1.8	-2	0	-45	5	-4	6	0
Cc1cc(=O)oc2cc(OCC3CC(c4ccccc4Cl)=NO3)ccc12 (centres undefined)	-0.4	2	12*	38	7	-4	-4	1
CCN(CC)c1ccc(C2Nc3cccc4cccc(c34)N2)cc1	27	-6	-2	18	9	-2	-13	-5
COc1ccc(C(=O)NC(=S)Nc2nc(C)cc(C)n2)cc1Br	3.8	13	4	-15	4	-5	-8	-3
COc1cccc(OC)c1C(=O)NC(=O)NNc1cc(C(F)(F)F)cc(C)n1	-0.7	0	-2	-9	7	-8	-8	-1
CC(C)(C)NC(=O)CSc1nc(O)cc(=O)n1-c1ccccc1F	-1.2	2	0	2	-5	-4	2	0
O=C(COC(=O)c1cccc(Cl)c1)NCCN1C(=O)CSC1=O	0.2	7	-4	-1	-14	-1	0	-1
Cc1cccc(NC(=O)C2CCN(S(=O)(=O)c3ccc4c(c3)OCCO4)CC2)n1	-0.5	1	-3	0	4	-9	7	2
C/C=C/c1ccc(OCCCCN2CCC(C)CC2)c(OC)c1	2.5	-2	2	13	11	-5	6	-3

Record cards, from the list above. Order of values: MPTP block | CXCR6 inh | GRIN3A LBD mod | Gli-Sufu block | CCR6 antag | A3G deaminase | EBI2 antag | A3A deaminase
C/C=C/c1ccc(OCCCCN2CCC(C)CC2)c(OC)c1 is listed with 2.5 | -2 | 2 | 13 | 11 | -5 | 6 | -3
O=C(NCc1ccco1)c1ccccc1-c1ccc(C(F)(F)F)cc1 is listed with 2.2 | 6 | 1 | 7 | -6 | -4 | 7 | 1
CCN(CC)c1ccc(C2Nc3cccc4cccc(c34)N2)cc1 is listed with 27 | -6 | -2 | 18 | 9 | -2 | -13 | -5
Cc1ccc(-c2nnn(CC(=O)NCC3CC3)n2)o1 is listed with -2.3 | -12 | -1 | 0 | 8 | -9 | -9 | -7
CC(O)(CS(=O)(=O)Cc1ccccc1Cl)C(=O)Nc1cccc(C(F)(F)F)c1 (centres undefined) is listed with -0.6 | 0 | -6 | 2 | -4 | -1 | -3 | 1

(cont.)
SMILES	MPTP block	CXCR6 inh	GRIN3A LBD mod	Gli-Sufu block	CCR6 antag	A3G deaminase	EBI2 antag	A3A deaminase
CCOC(=O)N1CCC(Nc2ncnc3c2cnn3-c2ccc(C)cc2C)CC1	1.3	2	-1	4	0	-6	4	0
Cc1cc(=O)nc2c3ccccc3n(CC(=O)NCCCN3CCOCC3)n12	0.5	4	-2	-11	20	-1	-7	-1
COC(=O)c1c(NC(=O)C2c3ccccc3Oc3ccccc32)sc(C)c1C	4.6	-7	3	2	-2	-8	2	-3
Cc1ccc(NC(=O)CN2C(=O)C3C4C=CC(C4)C3C2=O)cc1S(=O)(=O)N(C)C (centres undefined)	0.3	2	1	-6	12	-9	-6	-7
Cc1ccc(NC(=O)COC(=O)c2ccco2)cc1	2.0	-3	1	-25	2	4	-8	3
OCC1(Cc2ccccc2)CCN(C2CCN(c3ccc(F)c(F)c3)CC2)CC1	29	0	-2	31	-1	-6	-9	-3
CCCCOc1ccc(C(C)NC(=O)CCS(=O)(=O)Cc2ccc(C)cc2)cc1 (centres undefined)	0.8	-12	0	4	14	0	-3	-1
C=CCn1cc(C(=O)NCCOC)c(=O)c2cc(S(=O)(=O)N(CC)CC)ccc21	-0.9	-8	-2	2	-17	-5	-27	2
O=C(COC(=O)c1ccccc1SCC(=O)NC1CCCCC1)NC1CCCCC1	1.0	-1	1	3	2	-6	-1	1
O=C(Nc1ccc(S(=O)(=O)N2CCCC2)cc1)C1CC(=O)N(c2ccc(F)cc2)C1 (centres undefined)	-1.8	7	0	-3	5	-7	23	-1
COc1ccccc1N(CC(=O)NCCSCc1ccc(C)cc1)S(=O)(=O)c1ccccc1	-0.3	8	2	1	8	-7	38	0
O=S(=O)(N[C@H](CO)c1ccccc1)c1ccc(Br)cc1F	0.1	6	-1	1	9	3	-11	3
COc1ccc(CN(CC2CCCO2)C(=O)CN2C(=O)C(C)Oc3ccc(C)cc32)cc1OC (centres undefined)	-0.7	12	0	5	-6	-1	-13	0
CCOc1ccc(C(=O)NC(=S)Nc2ccc(N3CCC(C)CC3)cc2)cc1[N+](=O)[O-]	6.8	24	1	-7	53*	nt	8	nt
O=C(Cc1ccc(NS(=O)(=O)c2ccc(F)cc2)cc1)NCc1cccnc1	-0.6	-15	-2	-4	8	-12	-5	-5
Cc1ccc(OC(C)C(=O)Nc2ccc(F)cc2)c([N+](=O)[O-])n1 (centres undefined)	0.9	1	0	4	5	-2	-10	-1
CSc1nc2nc3c(cc2c(=O)n1-c1cccc(C)c1)COC(C)(C)C3	5.9	-6	0	8	14	-10	-7	-2
COc1ccc2[nH]c(C(=O)N3CCc4ccccc4C3)c(C)c2c1	1.5	2	0	-19	1	-7	5	-4
CCC(C)Sc1nnc(Cc2cc(=O)[nH]c(=O)[nH]2)n1-c1ccc(F)cc1 (centres undefined)	-0.6	-11	-1	-1	-1	-6	2	-3
CC(=O)Nc1ccc(NC(=O)C(C)Sc2n[nH]c(=O)n2Cc2ccccc2)cc1 (centres undefined)	-1.3	-12	0	-9	12	-5	-2	-1
Cc1cccc(C(=O)NCC(=O)N2CCN(c3ccc(Cl)cc3)CC2)c1	-0.5	-3	-2	15	2	-6	1	-2
CCOc1ccccc1NC(=O)c1ccccc1N(C)S(=O)(=O)c1ccc(C)cc1	4.2	7	2	10	3	2	8	3
Cc1ccc(NC(=O)c2ccc(S(=O)(=O)N3CCC(C)CC3)cc2)nc1	-1.4	7	-2	5	13	3	21	-2
CC(C(=O)NC1C(=O)N2C(C(=O)O)=C(CSc3nnnn3C)CSC12)n1cc(Cl)cn1 (centres undefined)	-3.7	-24	2	-2	9	0	-2	14
Cc1nc(Cl)sc1C(=O)NC(C)c1ccc(Cl)cc1 (centres undefined)	14	-10	-12	6	-5	-5	1	0
Cc1cc2ncc(C(N)=O)cn2n1	-0.7	-8	-1	-1	2	-5	-5	0
Cc1c(N/C=C(\Cl)C(=O)C(F)(F)F)c(=O)n(-c2ccccc2)n1C	0.9	1	-1	10	1	-2	0	-4
CCC1(CC)NC(=O)N(CC(=O)OC(C)C(=O)Nc2ccc(NC(C)=O)cc2)C1=O (centres undefined)	0.0	1	1	0	11	-7	-6	-1
O=C(Nc1nccs1)c1ccc(Cl)c(S(=O)(=O)N2CCOCC2)c1	0.6	7	-1	3	18	-4	6	-2
